Screening data deposited in PubChem by National Center for Advancing Translational Sciences (NCATS).
IMPase Li cell – cell-permeable IMPase inhibitors with lithium potentiation | CHO-M1 cells, IP1 TR-FRET (IP-One), carbachol + lithium | Potency, µM (series often up to 59.4 µM), inactives show at the highest dose activity, negative = IMPase inhibition, actives largely listed as inhibitors | 210,000 tested, 0.35% active | AID 1457;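 note: IP1 builds up when IMPase is blocked and the TR-FRET signal falls; potency is the fitted concentration of half-maximal effect; plate controls were basal vehicle for no effect and high inhibitor control for full effect; nearly all actives have a fitted effect of over 50% in size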
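CHO cells stably expressing M1 receptor (2000/well, cultured 16–30 h) treated 30 min at 37C with compound plus low lithium. Cytosolic IP1 by TR-FRET (665/620 ratio and 620 channel) after 10 min lysis; AC50 by Hill fit.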
aGal spleen mod – inhibitors or activators of human alpha-galactosidase in spleen homogenate. P06280. human spleen homogenate, 4MU-alpha-Gal fluorescence, 40 min. Potency, µM (series often up to 80 µM), for the others: at the highest dose activity change, negative = inhibition, hits mostly inhibitors. 240,000 tested, 0.008% active. AID 2107;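 note: potency is the fitted concentration of half-maximal effect; 0% = enzyme with vehicle and -100% = no enzyme basal signal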
Target sequence (P06280 32-429 limits assumed): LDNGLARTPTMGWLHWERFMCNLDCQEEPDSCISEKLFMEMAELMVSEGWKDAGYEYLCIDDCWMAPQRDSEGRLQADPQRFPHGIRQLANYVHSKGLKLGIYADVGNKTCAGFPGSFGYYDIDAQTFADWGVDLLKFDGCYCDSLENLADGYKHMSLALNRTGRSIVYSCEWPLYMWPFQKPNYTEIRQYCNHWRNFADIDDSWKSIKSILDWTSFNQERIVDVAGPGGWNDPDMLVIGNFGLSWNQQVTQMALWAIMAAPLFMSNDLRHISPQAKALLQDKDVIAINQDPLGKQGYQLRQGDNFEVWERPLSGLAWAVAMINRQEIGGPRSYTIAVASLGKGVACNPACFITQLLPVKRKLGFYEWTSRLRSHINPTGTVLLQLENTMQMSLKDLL
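Fluorogenic readout (Ex 365/Em 440 nm) of 4-methylumbelliferone released from 1 mM 4-MU-alpha-galactoside by spleen homogenate, 40 min at 37C, pH 5.0. Data normalized to no-enzyme and enzyme controls; Hill-equation AC50 from compound titrations.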
NPSR antagonist – neuropeptide S receptor (human) antagonism, cAMP. 220,000 tested, 1% active. Q6W5P4. Potency, µM (top dose mostly 38.3 µM), inactives show at the top dose activity change, negative = inhibition, actives largely listed as inhibitors. CHO-NPSR cells, cAMP TR-FRET, antagonist mode; note: potency is the fitted concentration of half-maximal effect; % is set by controls: 0 for no effect and ±100 for the full control effect; nearly all actives have a fitted effect of over 50% in size; many of its hits are not listed in these tables
Target sequence (Q6W5P4 whole entry, looked up): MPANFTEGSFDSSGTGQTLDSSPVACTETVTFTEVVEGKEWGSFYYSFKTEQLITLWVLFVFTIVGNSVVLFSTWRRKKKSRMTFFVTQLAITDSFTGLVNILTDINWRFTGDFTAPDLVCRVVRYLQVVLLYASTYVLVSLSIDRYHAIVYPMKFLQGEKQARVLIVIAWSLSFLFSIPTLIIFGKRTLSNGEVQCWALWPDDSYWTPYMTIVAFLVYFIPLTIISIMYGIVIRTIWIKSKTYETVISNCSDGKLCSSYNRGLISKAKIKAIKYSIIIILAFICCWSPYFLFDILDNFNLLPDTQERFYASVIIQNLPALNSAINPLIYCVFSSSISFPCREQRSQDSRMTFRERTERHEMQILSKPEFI
Luc counter – counter-screen: inhibitors of Kinase-Glo firefly luciferase; Q27757; Kinase-Glo luciferase, ATP luminescence, 8 min; Potency, µM (top dose mostly 38.3 µM), for the others: top-dose activity change, negative = inhibition, actives largely listed as inhibitors; 200,000 tested, 0.28% active; AID 1379; note: potency is the fitted concentration of half-maximal effect; % is set by controls: 0 for no effect and ±100 for the full control effect; nearly all actives have a fitted effect of over 60% in size
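Recombinant Kinase-Glo luciferase, 10 uM ATP (linear range), luciferin; imidazole pH 7.2 / KCl / MgCl2 / Tween / BSA buffer; 8 min RT; luminescence.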
Epigenetic derep – epigenetic control regulation, reporter derepression. murine LDR cells, GFP reporter derepression, 30 h. Potency, µM (highest dose often 53.9 µM), without a hit: at the top dose GFP activation, most hits filed as activators. 280,000 tested, 0.2% active. AID 1865; note: potency is the fitted concentration of half-maximal effect; % of control where 0% means no effect; nearly all actives have a fitted effect of over 60% in size
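Reporter derepression read as number of fluorescent GFP-positive objects, 20-120 um in size, counted by laser-scanning cytometer. Mouse LDR line with an epigenetically silenced CMV-GFP locus; compound incubation 30 h, 37 C.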
LMNA splice mod – modulators of lamin A splicing | HeLa LMNA splicing GFP/RFP minigene ratio, 48 h | Potency, µM (highest dose often 46.1 µM), for inactives: at the top dose ratio change, negative = inhibition, most hits filed as inhibitors | 200,000 tested, 0.01% active; active = well fitted inhibition curve with a large enough effect in the signal ratio, with a control signal flat, not every such curve was filed as active; inconclusive = small, poorly fitted or top-dose-only effect, or effect the other way, or a change in a side signal; the % refers to the signal ratio; note: potency is the fitted concentration of half-maximal effect; % is set by controls: 0 for no effect and ±100 for the full control effect
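S3 HeLa stable clones carrying a lamin A-EGFP splicing minigene plus DsRed2 were seeded at 600 cells/well in Opti-MEM with 2% FBS, pin-dosed and incubated 48 h at 37°C. Acumen cytometry (488 nm) gave the GFP/RFP total-intensity ratio.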
CBFb RUNX1 block – blocks binding between human CBF-beta and RUNX1 | Q01196+Q13951 | AlphaScreen CBFb-His/RUNX1-biotin binding, biochemical | Potency, µM (titrated, usually from 59.8 µM), inactives show at the highest dose activity, negative = inhibition, hits mostly inhibitors | 230,000 tested, under 10 active | AID 1477; note: % of control where 0% means no effect
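Read-out: AlphaScreen. Format: His-CBF-beta with biotinylated RUNX1 (30 nM each) preincubated 20 min, compound 15 min, Ni-chelate plus streptavidin beads 90 min; room temperature throughout.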
An asterisk follows results filed as active; ? = inconclusive; nt = not tested or not shown; & = joins results of further samples; [ ] = dose if it differs, or a comment. Unless noted, calls come from the whole dose curve; as a rule, active = well fitted curve in the direction sought with a large enough effect; inconclusive = small, poorly fitted or top-dose-only effect, or another doubt; inactive = no such curve, though single readings can be large; an effect the other way counts as inactive or inconclusive. These rows are one share of the data (hit frequency here may not be typical).

SMILES	IMPase Li cell	aGal spleen mod	NPSR antagonist	Luc counter	Epigenetic derep	LMNA splice mod	CBFb RUNX1 block
CCCNc1nc2c(c(=O)[nH]c(=O)n2C)n1Cc1cccc(Br)c1	-3.9%[38.3 µM]	4.0%	-18.3%[46.1 µM]	-2.6%	2.5%	?	7.6%
O=C(NC(=S)NCCN1CCOCC1)c1ccc(Cl)cc1	7.7%	-3.2%	-0.1%	3.5%	-2.2%	-3.5%	2.9%
COc1cc(OC)cc(C(=O)NCCn2ccc3ccccc32)c1	-17.4%[38.3 µM]	-0.1%	-10.0%[46.1 µM]	-2.3%	0.8%	3.5%	-2.8%
Cc1ccnc(SCCn2c(N3CCN(C)CC3)nc3c2c(=O)[nH]c(=O)n3C)n1	25.5%[38.3 µM]	-0.9%	-14.1%[46.1 µM]	-4.1%	0.0%	5.0%	-5.2%
O=C(Nc1ccc(F)cc1F)c1ccc(COc2c(F)c(F)cc(F)c2F)o1	-8.8%[38.3 µM]	-3.0%	-1.9%[46.1 µM]	11.7%	0.6%	5.0%	16.0%
COc1ccccc1NC(=O)C/C(C)=N/NC(=O)C12CC3CC(CC(C3)C1)C2	-4.2%	-3.0%	-5.0%	nt	-1.3%	nt	1.6%
O=C(Nc1ccc2nsnc2c1)N1CCCCCC1	35.3%[activator][38.3 µM]	4.8%	-11.1%[46.1 µM]	-4.7%	0.8%	20.1%	-0.4%
COc1cccc(NC2CC(=O)N(CCc3ccccc3)C2=O)c1 (configuration not stated)	1.5%[38.3 µM]	4.3%	-0.2%[46.1 µM]	0.6%	1.1%	-6.1%	-1.8%
NC(=O)c1ccc(Cl)c2ccccc12	nt	-4.3%	9.7%	nt	1.1%	-4.6%[46 µM]	23.9%
Cn1c(C(=O)N2CCN(c3cccc(C(F)(F)F)c3)CC2)cc2sccc21	1.1%[38.3 µM]	1.0%	16.9%[46.1 µM]	-1.6%	-1.0%	?	-12.1%
COc1ccc(-n2c(=S)[nH]c3cc(C(=O)O)ccc3c2=O)cc1	-3.8%	9.7%	6.1%	2.7%	1.1%	-1.1%[46 µM]	-0.9%
O=C(Nc1ccc(N2CCOCC2)cc1N1CCOCC1)c1ccco1	21.1%[38.3 µM]	1.2%	-11.0%[46.1 µM]	0.8%	0.0%	-9.8%	5.3%
CCOC(=O)CSc1n[nH]c(NC(C)=O)n1	-8.4%	0.1%	-5.2%	nt	-1.2%	nt	6.7%
CCc1nnc(NC(=O)CSc2nnc(-c3ccccc3O)n2-c2ccc(C)cc2C)s1	-0.4%[38.3 µM]	2.2%	?	10.9%	3.5%	-7.7%	-12.9%
Cc1onc(-c2ccccc2Cl)c1C(=O)N1CCc2ccccc21	34.1%[activator][38.3 µM]	2.4%	-12.5%[46.1 µM]	-1.6%	0.0%	-5.1%	3.6%
O=C(O)c1cncc(C#CCC2CCCCC2)c1	nt	-6.1%	5.4%[7.67 µM]	nt	-1.2%	nt	14.9%
CCOc1ccc(C2CC(=O)NC3=C2C(=O)CCC3)cc1 (configuration not stated)	-3.3%[38.3 µM]	-0.2%	2.4%[46.1 µM]	1.7%	-0.9%	3.2%	3.5%
FC(F)(F)c1cc(Oc2ccccc2Cl)nc(-c2ccccn2)n1	-1.6%[38.3 µM]	2.8%	-21.0%[46.1 µM]	-0.4%	2.1%	-9.4%	3.7%
O=C(CSc1ccc(-c2ccc(Cl)cc2)nn1)Nc1ccc2c(c1)OCCO2	-0.8%	-6.8%	-9.3%	3.4%	0.0%	6.1%	0.4%
CCCCn1c(NC(=O)c2ccc(Br)o2)c(S(=O)(=O)c2ccccc2)c2nc3ccccc3nc21	10µM*	6.0%	10µM*	-5.5%	-1.0%	7.2%	2.1%
CC1C/C(=N/NC(=O)c2ccc(CSc3nc4ccccc4[nH]3)cc2)CC(C)(C)C1 (configuration not stated)	2.2%	2.7%	-5.9%	1.6%	1.0%	-7.3%	3.2%
CCC(Oc1ccccc1)C(=O)Nc1nnc(C(F)(F)F)s1 (configuration not stated)	-3.3%	-9.7%	3.9%[46.1 µM]	2.7%	-3.2%	?	6.1%
COc1ccc(OCC#CCNC(C)(C)C)cc1	24.4%[38.3 µM]	-9.5%	-2.0%[46.1 µM]	-3.2%	0.0%	9.5%	15.9%
COc1cccc(N2CCN(Cc3nc(N)nc(Nc4ccccc4)n3)CC2)c1	14.1%[38.3 µM]	-16.8%	-8.8%[46.1 µM]	-2.5%	-0.8%	-17.3%	-10.7%
O=C(COc1ncnc2ccccc12)c1ccc(Cl)cc1	-3.5%	-4.0%	-3.4%	6.6%	-1.5%	4.2%[46 µM]	5.8%

Additional compounds follow.
SMILES	IMPase Li cell	aGal spleen mod	NPSR antagonist	Luc counter	Epigenetic derep	LMNA splice mod	CBFb RUNX1 block
CCOc1ccccc1C(=O)Nc1nnc(COC)s1	-0.6%	18.6%	-8.5%[46.1 µM]	7.3%	-1.1%&-2.9%	-12.6%[46 µM]	-7.5%
CC1=C(C(=O)N2CCCC(CCC(=O)NCc3ccccc3F)C2)OCCO1 (configuration not stated)	6.6%	-4.1%	-0.7%	2.2%	0.6%	4.0%[46 µM]	3.1%
COC(=O)/C=C1/SC(=Nc2ccc(C)cc2C)NC1=O	-0.6%[38.3 µM]	-2.6%	-12.3%[46.1 µM]	-1.8%	-0.4%	?	3.5%
Cc1ccc(N2C(=O)[C@@H]3[C@H](C2=O)C2CCCN2[C@@H]3C(=O)c2ccccc2)cc1 (some centres not stated)	-6.7%[38.3 µM]	3.1%	1.7%[46.1 µM]	-3.5%	?	2.7%	-9.2%
CCOc1ccc2c(c1)C(C)=CC(C)(C)N2C(=O)Nc1ccccc1F	3.8%	4.6%	7.8%	-1.2%	0.0%	5.4%	-0.5%
COc1ccccc1N1CCN(C(=O)/C=C/c2ccco2)CC1	3.3%	1.1%	-2.5%	1.9%	0.0%	-0.6%	4.0%
Cc1cccc(NC(=O)c2ccccc2NC(=O)C2CCCCC2)c1C	-14.5%[38.3 µM]	-3.6%	?	-2.0%	8.5%	?	13.9%
CCC(=O)Nc1ccc(-c2csc(NNC(C)=O)n2)cc1	-5.0%	3.4%	37.1%	2.9%	-3.2%	-9.8%	11.7%
CCOc1ccc2nc(SCC(=O)NC3CCS(=O)(=O)C3)[nH]c2c1 (configuration not stated)	-0.4%[38.3 µM]	-2.3%	15.6%[46.1 µM]	3.1%	-4.4%	2.7%	-3.4%
Cc1ccc(/C=N/Nc2nc(C(C)(C)C)cs2)o1	7.6%	-8.2%	-22.9%	-1.9%	1.3%	?	-11.5%
Cc1cccnc1NC(=S)NC(=O)c1cccs1	-3.0%[38.3 µM]	2.2%	-9.2%[46.1 µM]	-16.5%	0.0%	5.7%	1.8%
CN(C)c1ccc(-c2cccc(C3CC=CC4C3C(=O)N(Cc3ccccc3)C4c3ccc(C(F)(F)F)cc3)c2)cc1 (configuration not stated)	nt	-3.2%&1.3%	-18.6%	nt	-4.8%	nt	?
CCc1ccc(C(=O)NNc2cc(Cl)cc(Cl)c2)cc1	nt	8.4%	43.7%	nt	-0.8%	nt	3.5%
O=C1/C(=C\c2ccsc2)NC(=S)N1c1ccccc1	4.8%	6.4%	-30.7%	0.2%	-0.5%	2.1%[9.22 µM]	-12.7%
O=C(CCC1CCCN(C2C3CC4CC(C3)CC2C4)C1)NCc1ccc(F)c(F)c1 (configuration not stated)	20.4%	2.0%	-3.4%	1.5%	1.3%	nt	4.9%
Cc1nn2c3c(cnc2c1-c1ccccc1)C(=O)CCC3	8.4%[38.3 µM]	7.7%	-8.3%[46.1 µM]	-5.9%	-0.4%	1.0%	2.4%
CCOc1c(Cl)cc(C(=O)NCCN2CCCCC2)cc1Cl	22.9%[38.3 µM]	-8.1%	-3.4%[46.1 µM]	0.5%	-1.1%	-3.7%	7.6%
COC(=O)CCCNC(=O)c1ccc2[nH]c(C)c(C)c2c1	6.9%	-7.9%	-3.1%	-2.1%	-0.8%	?	-0.4%
CNS(=O)(=O)c1cccc(C(=O)OCC(=O)N(CCC#N)c2ccccc2)c1	24.8%	-2.8%	11.4%	9.3%	-3.5%	-10.6%[46 µM]	5.0%
COc1ccc(OCC(=O)OCCNC(=O)c2cccnc2)cc1	-3.4%	-10.0%	-1.6%[46.1 µM]	2.8%	4.4%	-2.0%	3.2%
CN(C)c1ccc(-c2cncnc2NCCc2cnc[nH]2)cc1	20.1%	2.9%	nt	nt	nt	?	nt
CCOC(=O)Cc1csc(NC(=O)C(C)Oc2ccc3c(C)cc(=O)oc3c2)n1 (configuration not stated)	8.8%	1.4%	-11.4%	-3.4%	1.1%	-10.0%[46 µM]	-5.1%
O=C(N/N=C/c1ccc2c(c1)OCO2)C(=O)N1CCCC1	-1.4%	-3.9%	1.5%	-2.6%	-0.5%	-14.3%[46 µM]	-4.6%
CCn1c(-c2ccc(Cl)cc2)n[nH]c1=S	17.7%[38.3 µM]	4.4%	1.5%[46.1 µM]	-3.2%	1.1%	?	-0.7%
COc1ccc(N(C(=O)c2ccc(F)cc2)C2=CC3CCC(C2)N3C)cc1 (configuration not stated)	21.4%[38.3 µM]	4.2%	-3.4%[46.1 µM]	1.8%	0.8%	-5.6%	4.7%

(cont.)
SMILES	IMPase Li cell	aGal spleen mod	NPSR antagonist	Luc counter	Epigenetic derep	LMNA splice mod	CBFb RUNX1 block
COc1ccccc1N1CCN(C(=O)c2cc3sccc3n2C)CC1	-14.0%[38.3 µM]	6.9%	-14.8%[46.1 µM]	1.6%	0.5%	3.7%	-13.7%
O=C(Nc1ccc(F)cc1)C1CCCCC1	-7.1%[38.3 µM]	-3.9%	-7.4%[46.1 µM]	-1.7%	3.8%	21.7%	-0.3%
CC(C)(C)Nc1nc(SCc2ccccc2)nc(N2CCOCC2)n1	15.0%[38.3 µM]	2.6%	?	-6.9%	4.2%	?	11.9%
N/C(Cc1ccc([N+](=O)[O-])cc1)=N\OC(=O)c1ccc(Br)cc1	-0.6%	-2.9%	5.0%	-3.9%	0.0%	2.3%	0.7%
Nc1nc(CN2CCN(c3ccccc3)CC2)nc(Nc2ccc(Cl)cc2)n1	8.9%	0.3%	-34.8%	-1.0%	-1.3%	?	-14.1%
CC(C)(C)C(=O)[C@@H]1[C@@H]2C(=O)N(Cc3ccccc3)C(=O)[C@@H]2[C@H]2c3ccccc3C=CN12	33.4%[activator][38.3 µM]	4.6%	-9.1%[46.1 µM]	-0.8%	10.0%	?	-16.0%
